ELG1 DNA repair – ELG1-dependent DNA repair inhibition; 330,000 compounds, 2.3% hits; HEK293T ELG1-luciferase reporter, luminescence, 16 h; DNA damage induced by 5-fluorouridine; Potency, µM (titrated, usually from 46.1 µM), for inactives: at the highest dose activity change, negative = inhibition, actives largely listed as inhibitors; further: potency means the concentration at half of the fitted maximal effect; on the % scale 0 is the no-effect control and ±100 the full control effect; nearly all actives have a fitted effect of over 55% in size
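DMSO vehicle served as the neutral condition. Each well held 2,000 cells given 5-fluorouridine plus compound; after 16 hr at 37 °C/5% CO2, ONE-Glo was added and luciferase measured 30 min later.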
Chronic BCR inh – blocks chronic active B-cell receptor signaling | ABC-DLBCL IkBa-CBG/CBR reporter, luminescence ratio, 4 h | 340,000 compounds, 0.05% hits | AID 493014 | Potency, µM (series often up to 46.1 µM), inactives show at the top dose ratio change, negative = lower green/red ratio, hits mostly inhibitors; active means well fitted inhibition curve with a large enough effect in the signal ratio, with a control signal flat, not every such curve was filed as active; inconclusive means small, poorly fitted or top-dose-only effect, or effect the other way, or a change in a side signal; the % refers to the signal ratio;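 further: potency means the concentration at half of the fitted maximal effect; plate controls were basal doxycycline-induced cells for no effect and cells given 10 µM MG132 for full effect; MG132 reads +100%, hits lower the ratio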
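Concentration-response series (up to 46 uM) were applied to TMD8 dual-reporter cells for 4 h at 37C with doxycycline. Green/red ratio, after filter-overlap correction, defined %Activity; red signal alone was normalised to basal cells and zero luminescence.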
Mito fusion act – blocks mitochondrial division or promotes mitochondrial fusion | S. cerevisiae fusion-defective mutant growth rescue, CellTiterGlo 48 h | Potency, µM (doses to about 46.1 µM), for inactives: at the highest dose growth rescue (activation), usual class: activators | 320,000 compounds, 0.23% hits;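 further: potency means the concentration at half of the fitted maximal effect; % of control where 0% means no effect; nearly all actives have a fitted effect of over 45% in size; temperature-sensitive fusion mutants such as fzo1-1 at 37 °C on non-fermentable ethanol glycerol medium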
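Read-out: ATP-based luminescence (CellTiterGlo, 10 min ambient) reporting growth of fusion-defective ts yeast after 48 hours at 37C on glycerol/ethanol YPEG medium in the presence of compound.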
B2AR arrestin – beta2AR (human) beta-arrestin recruitment activity; 330,000 compounds, 0.02% hits; beta-arrestin recruitment to beta2AR, cell-based reporter; P07550; Potency, µM (highest dose often 46.1 µM), for the others: at the highest dose activation, hits mostly activators;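 further: potency means the concentration at half of the fitted maximal effect; 0% = DMSO controls and full agonism = EC100 isoproterenol or metaproterenol; nearly all actives have a fitted effect of over 65% in size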
Target sequence (P07550 whole entry, looked up): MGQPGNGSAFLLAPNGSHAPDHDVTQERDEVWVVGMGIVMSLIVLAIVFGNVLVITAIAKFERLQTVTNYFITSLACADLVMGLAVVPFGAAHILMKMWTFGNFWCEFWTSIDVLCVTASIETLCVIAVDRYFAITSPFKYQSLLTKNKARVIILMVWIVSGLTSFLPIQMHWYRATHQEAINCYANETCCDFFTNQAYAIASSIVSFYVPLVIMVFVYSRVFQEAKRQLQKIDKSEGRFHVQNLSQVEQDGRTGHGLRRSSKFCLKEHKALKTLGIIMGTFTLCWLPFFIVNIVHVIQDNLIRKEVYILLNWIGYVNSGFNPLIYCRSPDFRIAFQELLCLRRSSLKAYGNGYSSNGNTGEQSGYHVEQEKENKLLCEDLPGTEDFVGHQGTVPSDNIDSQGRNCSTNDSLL
Tb PFK block – T. brucei PFK enzyme inhibition | Potency, µM (series often up to 57.5 µM), for inactives: at the top dose activity, negative = inhibition, usual class: inhibitors | 330,000 compounds, 0.17% hits | O15648 | T. brucei PFK, ADP-Glo luminescence;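 further: potency means the concentration at half of the fitted maximal effect; 0% = uninhibited 1x PFK enzyme wells and -100% = no-enzyme wells; nearly all actives have a fitted effect of over 60% in size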
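Luminescent ADP detection (ADP-Glo, two-step: ATP depletion then ADP-to-ATP conversion for luciferase) reported PFK activity after 45 min room-temperature reaction of 1.25 nM enzyme with 0.5 mM F6P and 0.1 mM ATP at pH 8.0.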
uPA surface inh – inhibitors of cell surface uPA generation | Potency, µM (titrated, usually from 38.3 µM), for the others: at the highest dose activity change, negative = inhibition, hits mostly inhibitors | 330,000 compounds, 0.31% hits | cell surface uPA generation assay, qHTS | AID 540303; active means well fitted inhibition curve with a large enough effect; inconclusive means small, poorly fitted or top-dose-only effect; inactive means no such curve, though single readings can be large or run the other way; tested in mouse RAW 264.7 cells; further: potency means the concentration at half of the fitted maximal effect; on the % scale 0 is the no-effect control and ±100 the full control effect; nearly all actives have a fitted effect of over 55% in size
TSG101-PTAP inh – blocks PTAP/TSG101 interaction to inhibit HIV-1 budding | AID 493005 | 340,000 tested, under 10 active | Q99816 | Potency, µM (doses to about 115 µM), without a hit: at the top dose activity change, negative = inhibition, usual class: inhibitors | Fluorescence polarization, FITC-PTAP peptide / Tsg101 binding; active means well fitted inhibition curve with a large enough effect in the main read-out, with a control signal flat, not every such curve was filed as active; inconclusive means small, poorly fitted or top-dose-only effect, or effect the other way, or a change in a side signal; inactive means no such curve, though single readings can be large or run the other way; further: potency means the concentration at half of the fitted maximal effect; % of control where 0% means no effect
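Steps: Tsg101 binding domain dispensed (10 uM final), compounds pinned in DMSO, FITC-labeled PTAP-motif peptide added (50 nM final); after 20 min binding at room temperature, polarization measured.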
Eya2 phos inh – blocks the phosphatase activity of human Eya2; O00167; recombinant Eya2, OMFP fluorescence dephosphorylation (OMFP is methylfluorescein phosphate); Potency, µM (top dose mostly 76.9 µM), for inactives: at the top dose activity, negative = inhibition, usual class: inhibitors; 330,000 compounds, 0.006% hits; further: potency means the concentration at half of the fitted maximal effect; on the % scale 0 is the no-effect control and ±100 the full control effect
Target sequence (O00167 whole entry, looked up): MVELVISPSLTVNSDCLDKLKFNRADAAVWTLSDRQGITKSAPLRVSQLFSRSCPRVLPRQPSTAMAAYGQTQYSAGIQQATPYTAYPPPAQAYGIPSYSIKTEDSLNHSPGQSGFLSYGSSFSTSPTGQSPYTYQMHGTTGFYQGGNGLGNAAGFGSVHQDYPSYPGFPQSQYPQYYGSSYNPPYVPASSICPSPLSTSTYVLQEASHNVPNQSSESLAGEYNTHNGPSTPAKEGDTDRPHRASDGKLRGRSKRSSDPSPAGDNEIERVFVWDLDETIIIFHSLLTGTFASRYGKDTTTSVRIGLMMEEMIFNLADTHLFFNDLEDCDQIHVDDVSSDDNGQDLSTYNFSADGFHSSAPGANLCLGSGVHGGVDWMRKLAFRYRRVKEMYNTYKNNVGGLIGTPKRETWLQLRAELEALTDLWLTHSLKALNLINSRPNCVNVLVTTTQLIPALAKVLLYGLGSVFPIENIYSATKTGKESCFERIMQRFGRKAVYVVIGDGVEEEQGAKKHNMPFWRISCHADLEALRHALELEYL
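Eya2 (0.2 uM) preincubated 10 min at ambient with compound, then OMFP substrate added at 50 uM; 10 min reaction in 50 mM HEPES pH 7.5, 50 mM NaCl, 5 uM MgCl2, 0.05% BSA, 1 mM DTT. Fluorescence read at Ex 485/Em 525 nm.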
TCR activator – activators of T cell receptors; Potency, µM (titrated, usually from 9.22 µM), for inactives: at the top dose activation of IL-2 secretion, most hits filed as activators; AID 504894; primary human leukocytes, anti-CD3, IL-2 HTRF, 48 h; 330,000 tested, under 10 active; further: % of control where 0% means no effect
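Activity was scored as IL-2 release from primary human leukocytes given only a TCR signal (a-CD3 beads) plus compound for 48 hr. Detection used a two-antibody HTRF format read at 665nm.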
TSHR antag – blocks TSH signaling through the human TSH receptor. 330,000 compounds, 0.2% hits. activity change, negative = inhibition, % at 11.5 µM. TSHR-expressing cells, TSH-stimulated cAMP HTRF, 2 h; stronger effect = lower value. P16473;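 active means activity change below a set negative limit, meaning inhibition stronger than a set level, cut at about -70% in these data; inconclusive means activity change between two set negative limits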; further: on the % scale 0 is the no-effect control and ±100 the full control effect
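Competitive HTRF cAMP read-out (cryptate anti-cAMP antibody, cAMP-d2; 30 min, room temperature) in freshly harvested TSHR cells. Compounds added before TSH at EC80 (4nM final), followed by 2 hours' incubation at 37 deg C.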
USP2a inh – inhibitors of human ubiquitin-specific protease USP2a; O75604; USP2 core, Ub-CHOP2 coupled fluorogenic reporter, 485/531; Potency, µM (highest dose often 38.3 µM), without a hit: at the top dose activity change, negative = inhibition, usual class: inhibitors; 330,000 compounds, 0.01% hits;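 further: potency means the concentration at half of the fitted maximal effect; plate controls were DMSO wells for no effect and full inhibition by NEM control for full effect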
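Deubiquitinase activity read as fluorescence (485/531 nm) after Ub-CHOP2 cleavage activates the enterokinase reporter on its substrate; USP2 core 10nM, Ub-CHOP2 and substrate 25nM each, 30min compound preincubation then 60min RT; data normalized to NEM, curves fitted.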
* marks the source's active call; other numbers are inactive results; ? = inconclusive; / = no result given; [ ] = remark or other dose. Unless noted, the call rests on the fitted dose curve; in most records, active means well fitted curve in the direction sought with a large enough effect; inconclusive means small, poorly fitted or top-dose-only effect, or another doubt; inactive means no such curve, though single readings can be large; an effect the other way counts as inactive or inconclusive.

Order of values: TSHR antag, TSG101-PTAP inh, Chronic BCR inh, Tb PFK block, Eya2 phos inh, Mito fusion act, USP2a inh, ELG1 DNA repair, B2AR arrestin, uPA surface inh, TCR activator
Cc1ccc(-c2nnn(CC(=O)NCCc3ccc4c(c3)OCO4)n2)o1
 : 1.1, -4.2%, -18.4%, -1.8%, -2.8%, -1.3%, -1.4%, -1.8%, 0.1%, 3.6%, -7.7%
COC(=O)C1CN(C(=O)COc2cccc(C)c2C)c2ccccc2O1 (configuration not stated)
 : -30.8, 2.2%, 4.9%, 2.3%, -5.0%, 9.0%, -1.0%, ?, 0.0%, -4.4%, -4.6%
COc1cc(Cl)cc(/C=C/c2ccc3ccccc3n2)c1OC(C)=O
 : -2.0, -2.6%, ?, 4.4%, -3.2%, 7.6%, -4.5%, ?, -1.6%, -10.8%, 0.7%[46.1 µM]
COc1ccc(-c2nc(CS(=O)CC(=O)NCc3cccnc3)c(C)o2)cc1OC (configuration not stated)
 : 11.2, 0.6%, ?, 0.1%, -8.5%, -1.8%, -0.4%, 0.8%, -0.1%, 1.3%, 2.9%
Nc1nc(Nc2ccccc2F)nc(NCCO)c1[N+](=O)[O-]
 : -4.1, 0.3%, ?, 0.3%, 10.7%, 16.8%, -0.5%, ?, -0.5%, 8.8%, -2.0%
Cc1ccccc1N1CCN(C2CCCN(C(=O)CCn3cnnn3)C2)CC1 (configuration not stated)
 : 10.5, /, -2.8%, 0.6%, 3.6%, -0.5%, -0.8%, 1.4%, 0.5%, 8.5%, -2.9%
O=C(N/N=C/c1ccc(OC(=O)c2ccccc2Br)cc1)c1ccccn1
 : -2.8, -1.3%, 2.0%, -1.4%, 1.7%, 1.3%, 0.6%, -1.4%, 0.1%, 0.8%, -4.5%
Cc1ccc(Cl)cc1NC(=O)c1ccc(CSc2nnnn2C)cc1
 : -4.2, -1.9%, ?, -3.6%, -23.0%, 8.2%, -2.0%, 4.6%, -0.9%, 3.6%, -1.0%
Cn1c(CN2CCOCC2)nnc1SCC(=O)Nc1nccs1
 : -0.3, 2.6%, -7.8%, -2.8%, -2.0%, -1.8%, 2.7%, 2.9%, 0.4%, 5.6%, /
O=c1cc(O)n(Cc2ccc(F)cc2)c(=O)[nH]1
 : -5.4, 0.0%, 0.9%, -8.3%, -21.1%, -1.1%, 2.8%, -7.9%, 0.0%, 5.2%, -3.2%
CC1=Nc2cc(C(=O)NCC3CCCO3)ccc2Sc2ccc(C)cc21 (configuration not stated)
 : 8.5, -2.0%, ?, 1.0%, 0.0%, -2.6%, -1.0%, -0.5%, 0.0%, ?, -4.5%
COc1ccc(C2(C(=O)N3CCCC3)CCOCC2)cc1OC
 : -0.7, -2.0%, ?, -5.2%, 2.4%, -5.1%, -0.7%, 18.5%, -0.4%, -15.0%, /
O=C(Nc1cc([N+](=O)[O-])ccc1C(=O)Nc1cccnc1)c1ccccc1
 : 18.4, 1.1%, 3.5%, -5.8%, -6.4%, -0.4%, 3.0%, 0.9%, 0.0%, -1.3%, 2.2%
COc1cc(CN2CCC(C(=O)N3CCC(C)CC3)CC2)cc(Br)c1O
 : 3.4, -2.4%, ?, -2.8%, -5.1%, 2.9%, 2.5%, -8.6%, -0.9%, -1.3%, 5.9%
c1ccc(-c2nnc(CN3CCN(c4ccccc4)CC3)o2)cc1
 : -3.5, -5.5%, ?, -7.9%, 8.5%, -0.2%, 2.5%, 2.3%, 0.0%, 9.4%, -7.6%
O=C(NCCN1CCCCC1)c1ccc(F)cc1Cl
 : 21.4, -13.1%, 1.2%, -2.5%, -10.5%, -0.2%, -1.5%, 7.4%, -0.3%, -11.4%, -2.6%
c1ccc2nc(-c3ccncc3)ccc2c1
 : 12.3, -3.5%, ?, -3.4%, -15.0%, -2.4%, 2.1%, ?, -0.4%, /, 1.0%
Cc1nn(-c2cccc(Cl)c2)nc1C(=O)O
 : -10.3, 0.3%, 11.8%, 10.6%, -3.0%, 0.0%, -0.6%, 1.2%, 0.0%, -2.1%, -17.4%
CC1CCN(C(=O)COC(=O)c2ccccc2C(=O)c2ccccc2)CC1
 : -14.9, -2.6%, -0.6%, 0.3%, -22.6%, /, 3.5%, 2.8%, 0.2%, 10.1%, 2.3%
COc1ccc(C(c2nnnn2Cc2ccccc2)N2CCN(C(=O)c3ccco3)CC2)cc1 (configuration not stated)
 : 3.7, 0.2%, 4.5%, 2.6%, 6.4%, 5.7%, 0.8%, 0.9%, -0.3%, -7.4%, 0.9%
CC(NC(=O)CN1C(=O)NC2(CCc3ccccc32)C1=O)c1ccccc1 (configuration not stated)
 : 11.5, 0.5%, 0.0%, 7.2%, 5.7%, -0.2%, -1.6%, 9.9%, 0.1%, 13.0%, -6.2%
CC(OC(=O)C1CC1)C(=O)Nc1cc(C(F)(F)F)ccc1Cl (configuration not stated)
 : -6.5, 0.2%, 5.7%, 4.7%, 5.1%, -5.3%, -0.3%, 9.6%, -0.3%, /, -35.4%
O=c1c(-c2cccc3ccccc23)[n+]([O-])c2ccccc2n1O
 : 0.0, -4.2%, 8.8%, 0.0%, 9.0%, -0.7%, 6.6%, -0.5%, -0.5%, -1.8%, -4.9%
CCOc1ccc(N(CC(=O)N2CCCC2)S(=O)(=O)c2ccc(F)cc2)cc1
 : 10.1, -0.9%, -0.6%, 1.7%, -10.5%, 2.0%, -1.0%, 6.0%, -1.1%, -6.1%, 8.4%
CC(C)CN(C(=O)COC(=O)C(C)N1C(=O)c2ccccc2C1=O)c1c(N)n(Cc2ccccc2)c(=O)[nH]c1=O (configuration not stated)
 : 4.0, -1.4%, ?, -8.0%, 5.1%, -0.7%, -0.4%, 11.7%, -0.2%, -9.6%, 2.1%
CC1CCc2c(sc(NC(=O)CCCn3cnc([N+](=O)[O-])n3)c2C(N)=O)C1 (configuration not stated)
 : 4.4, -10.0%, -3.7%, 1.8%, 4.3%, -6.3%, 5.2%, -11.5%, 0.2%, -3.5%, -0.9%
CC(C)CC(=O)Nc1ccc(C(=O)COC(=O)CN2C(=O)NC3(CCCCC3C)C2=O)cc1 (configuration not stated)
 : 10.8, -8.6%, -2.4%, -24.9%, 13.5%, -4.2%, 3.6%, 8.4%, -0.4%, 9.7%, 3.9%
N#Cc1ccc(-c2c(-c3ccccc3)ncc3cc(F)ccc23)cc1
 : -37.9, -1.6%, 15.1%, 0.0%, 4.6%, 25.9%, 2.5%, ?, 0.1%, 5.8%, -9.2%
CCN(Cc1nc2ccccc2c(=O)[nH]1)C(=O)c1cc(C2CC2)nn1-c1ccccc1
 : 7.6, -7.7%, ?, 0.3%, -11.0%, 9.1%, -0.6%, ?, 0.6%, 6.5%, 10.9%
CCOC(=O)C1CCCN(C(=O)CCn2nc(-c3ccccc3)ccc2=O)C1 (configuration not stated)
 : 4.2, -1.7%, ?, -0.3%, 3.4%, 1.9%, -0.4%, -18.5%, -0.5%, 1.3%, 0.6%
Cc1c(C)n(C(=O)CSc2ncn[nH]2)c2ccccc12
 : -4.3, -9.9%, ?, 5.1%, 7.4%, 1.4%, 5.9%, 0.8%, -0.1%, 1.5%, 4.0%
O=C1c2ccccc2S(=O)(=O)N1Cc1nc2ccccc2s1
 : -15.5, -2.3%, ?, 2.3%, -16.1%, -1.4%, -0.7%, ?, 0.0%, -4.9%, 1.5%
Cc1ccc(OCC(=O)N2N=C(c3ccc(Cl)cc3)CC2c2ccco2)c([N+](=O)[O-])n1 (configuration not stated)
 : 1.5, -3.1%, 3.9%, 3.5%, -4.7%, 3.2%, 4.5%, 20.6µM*, -0.2%, -2.8%, 2.8%
O=S(=O)(N/N=C/c1cn(Cc2ccccc2)c2ccccc12)c1ccccc1
 : 1.2, 1.0%, ?, -3.6%, -13.6%, 9.0%, -9.7%, ?, 0.2%, -0.6%, -4.0%
